Screening results deposited in PubChem by The Scripps Research Institute Molecular Screening Center.
OX1R antag-1: blocks the human orexin 1 receptor; O43613; CHO/OX1R cells, Fluo-8 calcium fluorescence, orexin A; inhibition, % at 5 µM; 0.43% of 330,000 active; AID 434989;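 active = inhibition above its plate's threshold, mean inhibition of all tested compounds on the plate plus 3 SD, cut at about 37% in these data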;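 also: 0% = orexin A challenge wells and 100% = SB-334867-A antagonist wells; not every result past the cut was called active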
Target sequence (O43613 whole entry, looked up): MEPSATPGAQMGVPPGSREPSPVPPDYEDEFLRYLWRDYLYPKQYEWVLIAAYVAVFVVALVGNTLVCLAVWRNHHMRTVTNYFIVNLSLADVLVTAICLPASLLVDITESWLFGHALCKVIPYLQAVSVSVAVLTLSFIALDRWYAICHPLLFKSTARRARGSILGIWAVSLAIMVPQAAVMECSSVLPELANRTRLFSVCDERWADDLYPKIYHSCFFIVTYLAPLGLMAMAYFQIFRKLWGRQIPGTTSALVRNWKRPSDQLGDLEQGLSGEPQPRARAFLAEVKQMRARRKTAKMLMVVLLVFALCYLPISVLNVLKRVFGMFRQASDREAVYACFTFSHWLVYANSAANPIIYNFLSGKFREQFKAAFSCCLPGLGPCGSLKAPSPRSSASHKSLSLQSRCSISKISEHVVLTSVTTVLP
OX1R antag-2: OX1R (human) antagonism; OX1R-expressing cells, FRET antagonist read-out; inhibition, % at 6.6 µM; 1.8% of 330,000 active; AID 485270; in the data active = inhibition mostly above about 38%, no sharp cut-off; inactive = mostly below about 40%;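 also: 0% = agonist challenge alone and 100% = reference antagonist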
Starred values were filed as active, the others as inactive. Some of the compounds tested. The share of hits here may be higher or lower than overall.

SMILES	OX1R antag-1	OX1R antag-2
Oc1ccccc1-[n+]1c(-c2ccccc2)cc(-c2ccccc2)c(O)c1-c1ccccc1	-39	43
COc1ccc(Oc2c(C)oc3cc(OC(=O)N(C)C)ccc3c2=O)cc1	-35	-5
COc1ccc(C2SCC(=O)Nc3c2c(=O)[nH]n3C2CCCCC2)cc1 (stereo not given)	-13	3
C=Cn1ccnc1P(=S)(c1ccccc1)c1nccn1C=C	0	6
OC(CN1CCOCC1)c1csc2ccccc12 (stereo not given)	-12	5
C=CCN1CC[C@]23c4c5ccc(O)c4O[C@H]2/C(=N/NC(=O)c2ccccc2)CC[C@@]3(O)[C@H]1C5	-13	24
Cc1c(C(=O)c2cccc3ccccc23)c2cccc3c2n1[C@H](CN1CCOCC1)CO3	-27	23
O=[N+]([O-])c1cc([As](=O)(O)c2ccc(O)c([N+](=O)[O-])c2)ccc1O	-9	13
O=C1/C(=C\c2ccccc2)C2OCC=C3CN4CCC56c7ccccc7N1C5C2C3CC46 (stereo not given)	-7	10
c1ccc(CCNCc2cccnc2)cc1	9	3
O=c1[nH]c(=O)n(CCc2ccccc2)c(O)c1C=NCCN1CCNCC1	-14	5
CCOP(=O)(Cc1ccc(C(=O)CC)o1)OCC	-6	6
COC(=O)C1=C(c2ccccc2)C[C@@H]2CC[C@H]1N2C(=O)NCc1ccccc1	-23	6
CCN1C(=O)C(=Cc2c(C)n(CC(=O)NCC3CCCO3)c3ccccc23)C(=O)N(CC)C1=S (stereo not given)	-28	-1
Cc1ccccc1C1=NCC(=O)N(CC(=O)NCc2ccco2)c2sc3c(c21)CCCC3	-6	11
C[C@@H]1O[C@@H](O[C@@H]2C=C3CC[C@@H]4C(CC[C@]5(C)[C@@H](c6ccc(=O)oc6)CC[C@]45O)[C@@]3(C)CC2)[C@H](O)[C@H](O)[C@H]1O (stereo not given in full)	-13	12
O=NN1CCCCC1	1	3
CCC1(CC)C(=O)C=CNC1=O	5	18
Cc1oc(-c2cccs2)nc1CSCC(=O)N1CCC2(CC1)OCCO2	-21	20
COc1cc2c(cc1OC)CC[N+](C)=C2	-4	14
CCN1CCN(c2ccc([N+](=O)[O-])cc2C=C2C(=O)NC(=O)NC2=O)CC1	0	46
COc1cc(O)c(C(=O)O)c(-c2cc(O)c(O)cc2C)c1	-18	10
Brc1ccc(Oc2ccc(Br)cc2Br)c(Br)c1	-12	8
COc1ccc(NC(c2ccccc2F)P(=O)(Oc2ccccc2)Oc2ccccc2)cc1 (stereo not given)	-21	17
O=C1NC(=O)C(Cc2cccs2)C(=O)N1	-7	6
Cc1ccc2cccc(OC(=O)N(C)c3ccccc3)c2n1	7	9
N[C@@H](Cc1c[nH]c2ccccc12)c1nnc(SCc2ccc(Cl)cc2)o1	10	12
CCCCCSc1cc(OC)c(CCNC)cc1OC	-7	12
CC1OC(C[N+](C)(C)C)CC1O (stereo not given)	-5	9
COC(=O)C1=C(c2cc3ccccc3s2)C[C@@H]2CC[C@H]1N2C(=O)NCc1ccc(F)cc1	-28	14
Cc1cc(OC(=O)c2cccs2)c2c3c(c(=O)oc2c1)CCCC3	-2	35
C[C@]12CC[C@H](O)CC1=CCC1C2CC[C@]2(C)C(=O)[C@H](Br)CC12 (stereo not given in full)	6	7
CC1CC(OC(=O)c2ccccc2)(c2ccccc2)C(C)CN1C (stereo not given)	-17	32
CCN(CC)C(=O)c1ccc(NC(=O)c2cc(-n3cnnc3)ccc2Cl)cc1	5	11
N#CC1=C(N)Oc2c(c(=O)sc3ccccc23)C1c1cccnc1 (stereo not given)	-20	-1
CCc1ccc(CN2CCCC(C(=O)c3sccc3C)C2)o1 (stereo not given)	-45	9
CN1C2CCC1C(COC(=O)c1ccccc1)C(O)C2 (stereo not given)	-16	5
O=c1[nH]c(=S)n(CCC2=CCCCC2)c(O)c1C=NCCCn1ccnc1	-34	5
CN1CC=C2C(C#N)=C(N)C(C#N)(C#N)C(c3ccncc3)C2C1 (stereo not given)	-2	102*
O=C(CN1CCCC1=O)Nc1ccccc1	-7	5
COc1ccc(C(=O)c2nc3ccccc3n2C(C)C)cc1OC	-46	-1
CCOc1cc(C(=O)N2CCC3(CC2)OCCO3)cc(OCC)c1OCC	-11	9
COC(=O)C(O)(c1c(C)[nH]n(-c2ccccc2)c1=O)C(F)(F)F (stereo not given)	5	22
CC(C)c1ccc(OCC(=O)N2CCCN(C)CC2)cc1	-3	9
C[C@H]1CC[C@@H]2[C@@H](C)[C@H]3[C@H](C[C@H]4[C@@H]5CC=C6C[C@@H](O[C@@H]7O[C@H](CO)[C@H](O)[C@H](O[C@@H]8O[C@H](CO)[C@@H](O)[C@H](O)[C@H]8O)[C@H]7O[C@@H]7O[C@@H](C)[C@H](O)[C@@H](O)[C@H]7O)CC[C@]6(C)[C@H]5CC[C@]34C)N2C1	5	5
Clc1ccc2c(N3CCNCC3)ccnc2c1	-40	8
Cc1ccc2c(c1)CCCN2N=O	-8	-9
CNC(=O)O/N=C(\N)Cc1csc2ccccc12	2	2
COc1ccccc1OCC#CCN1CCCC1	-2	22
NC(Cc1nc2ccccc2[nH]1)c1ccc(Cl)cc1 (stereo not given)	-21	10

(list continues)
SMILES	OX1R antag-1	OX1R antag-2
Cc1ccc(N2C(=O)NC(=O)C(CCc3ccccn3)(Cc3cccc(Cl)c3Cl)C2=O)cc1 (stereo not given)	-6	4
CCOC(=O)C(O)(c1ccc(NC(=O)Oc2ccccc2)cc1)C(F)(F)F (stereo not given)	-5	6
CCOC(=O)C(O)(c1ccc(NC(=O)NC)cc1)C(F)(F)F (stereo not given)	7	5
CN(CCc1nnc(N)s1)[N+](=O)[O-]	2	19
C[N+]1(CC(COCc2ccccc2)OC(=O)Cc2ccccc2)CCOCC1 (stereo not given)	-17	14
O=P(O)(O)Cc1ccccc1OP(=O)(c1ccccc1)c1ccccc1	0	1
Cc1cc(OC(=O)N(C)C)nc(-c2ccc(C)c(Cl)c2)n1	-9	12
Cc1cccc(N2CCN(Cc3ccc4c(c3)OCO4)CC2)c1C	-35	18
O=C(c1ccccc1F)N1C[C@H]2C[C@@H](C1)c1cccc(=O)n1C2	-7	10
COC(=O)C1=C(c2ccc(-c3ccccc3)c(F)c2)C[C@@H]2CC[C@H]1N2C(=O)NCc1ccc(F)cc1	-1	-1

Among those listed so far, eight contain an aryl methoxy group:
SMILES	OX1R antag-1	OX1R antag-2
COc1ccc(Oc2c(C)oc3cc(OC(=O)N(C)C)ccc3c2=O)cc1	-35	-5
COc1ccc(C2SCC(=O)Nc3c2c(=O)[nH]n3C2CCCCC2)cc1 (stereo not given)	-13	3
COc1cc2c(cc1OC)CC[N+](C)=C2	-4	14
COc1cc(O)c(C(=O)O)c(-c2cc(O)c(O)cc2C)c1	-18	10
COc1ccc(NC(c2ccccc2F)P(=O)(Oc2ccccc2)Oc2ccccc2)cc1 (stereo not given)	-21	17
CCCCCSc1cc(OC)c(CCNC)cc1OC	-7	12
COc1ccc(C(=O)c2nc3ccccc3n2C(C)C)cc1OC	-46	-1
COc1ccccc1OCC#CCN1CCCC1	-2	22

The list continues.
SMILES	OX1R antag-1	OX1R antag-2
CCOC(=O)C1=C(C)OC(N)=C(C(=O)OCC)[C@@]12C(=O)N(CC(N)=O)c1ccccc12	-8	11
CCC(=NCC1CCCO1)c1c(O)[nH]c(=O)[nH]c1=O (stereo not given)	-6	8
Cc1c(Oc2cc(NN3CCCCC3)c([N+](=O)[O-])cc2[N+](=O)[O-])cccc1[N+](=O)[O-]	-13	9
CC1(C)CC(=O)c2cc(OCC(=O)N3CCN(Cc4ccccc4)CC3)ccc2O1	-18	2
O=c1c2ccccc2nc(/C=C/c2ccccc2O)n1-c1ccccc1O	2	5
CCCNC(=O)N1[C@H]2CC[C@@H]1C(C(=O)OC)=C(c1c(C)noc1C)C2	-7	1
CCCCn1c(O)c(C(C)=Nc2ccc(C(=O)O)cc2)c(=O)[nH]c1=O	-3	12
Cc1ccc2c(c1)C1CN(C)CCC1N2C(=O)c1cccnc1Cl (stereo not given)	-14	3
CC(=O)c1ccc(OC(C)C)c(Cc2c(O)[nH]c(=S)[nH]c2=O)c1	-25	8
CC(C)(C)C(=O)OC[N+](C)(C)CCOC(=O)C(O)(c1ccccc1)C1CCCC1 (stereo not given)	-17	12
CCCOC(=O)c1c(N)n(Cc2cccs2)c2nc3ccccc3nc12	8	35
CCCCc1nc(N2CCNCC2)c(C#N)c2c1CSC(C)(C)C2	-22	6
Cc1cc(OCC(=O)N[C@H](C(=O)O)c2ccccc2)c2c3c(c(=O)oc2c1)CCC3	1	15
O=c1cc(CN2CCNCC2)nc2sccn12	-2	-6
O=c1[nH]c(=O)n(-c2ccc(F)cc2)c(O)c1C=NCCN1CCCCC1	-18	5
C/C(=N\Nc1ccccc1)c1c(O)n(Cc2ccccc2)c(=O)[nH]c1=O	-18	16
O=C(Nc1ccc(F)c([N+](=O)[O-])c1)N1C[C@H]2C[C@@H](C1)c1cccc(=O)n1C2	-9	21
C[C@]12CCC(=O)C=C1CCC1C2CC[C@@]2(C)C1CC[C@@]2(O)CC#N (stereo not given in full)	-3	16
O=C(CN1CC=C(c2ccccc2)CC1)Nc1cc(Cl)ccc1Cl	-17	12
Cc1ccc(O)c(C(=O)c2cc(C(=O)NCCC(C)C)c(=O)n(CCC(C)C)c2)c1	-42	7
COc1cc(CNCCc2c[nH]c3ccccc23)cc(OC)c1	-10	-4
COc1ccc(C=C2C(=O)N(C)C(=O)N(C)C2=O)cc1CSc1ccccn1	-25	16
CCCCCCn1c(=O)c(C(=O)Nc2cnccn2)c(O)c2ccccc21	-22	22
CCN(CC)P(=O)(NC(=O)c1cccn1C)N(CC)CC	-2	15
Cc1ccc(-n2c(C)cc(/C=C3\C(=O)NC(=O)N(C)C3=O)c2C)cc1C	-21	8
O=c1[nH]c(=O)n(CCC2=CCCCC2)c(O)c1/C=N/Nc1cccc2ccccc12	-21	15
C/C(Cl)=C/CC1(CN2CCCC2=O)C(=O)NC(=O)NC1=O	-20	12
Cc1ccnc(NS(=O)(=O)c2ccc(N=Cc3c(O)n(C)c(=O)n(C)c3=O)cc2)n1	4	16
O=P(Oc1ccccc1)(Oc1ccccc1)C(Nc1ccccc1)c1ccccc1 (stereo not given)	-31	11
CN(C(=O)CNC(=O)OCc1ccccc1)c1ccc(Br)cc1C(=O)c1ccccc1Cl	-12	26
Cc1ccc(C(=O)n2cc(CCN3CCS(=O)(=O)CC3)c3ccccc32)cc1	-29	7
O=C(COc1ccccc1)c1cn(Cc2ccccc2)c2ccccc12	-2	16
COC(=O)C1=C(c2cccc(OC)c2OC)C[C@@H]2CC[C@H]1N2C(=O)NCc1ccc(C(F)(F)F)cc1	-20	39
O=c1[nH]c2c(c(=O)n1C1CCCCC1)CCC2	-11	7
C=Cn1ccnc1P(=S)(c1ccc(Cl)cc1)c1nccn1C=C	-12	23
CCOC(=O)C1C(=O)N(C)C2(C)CC1c1cc(OC)ccc1O2 (stereo not given)	-15	17
OC1/C(=C/c2ccccc2C(F)(F)F)N2CCC1CC2 (stereo not given)	-14	-2
Cc1cccc(-n2c(-c3ccc([N+](=O)[O-])cc3)nc3ccccc3c2=O)c1	-8	5
Cc1ccc(C(=O)C2CN(C)CC2C(=O)c2ccc(C)cc2)cc1 (stereo not given)	-45	19
CC(=O)n1cc(C=C2C(=O)NC(=O)NC2=O)c2ccccc21	-4	10

Entries above containing a cyano group (four):
SMILES	OX1R antag-1	OX1R antag-2
N#CC1=C(N)Oc2c(c(=O)sc3ccccc23)C1c1cccnc1 (stereo not given)	-20	-1
CN1CC=C2C(C#N)=C(N)C(C#N)(C#N)C(c3ccncc3)C2C1 (stereo not given)	-2	102*
CCCCc1nc(N2CCNCC2)c(C#N)c2c1CSC(C)(C)C2	-22	6
C[C@]12CCC(=O)C=C1CCC1C2CC[C@@]2(C)C1CC[C@@]2(O)CC#N (stereo not given in full)	-3	16

More entries:
SMILES	OX1R antag-1	OX1R antag-2
COc1cc(CNCCc2ccc3c(c2)OCO3)cc(OC)c1OC	-22	21
Clc1ccc(CNCCc2ccc3c(c2)OCO3)cc1	-31	3
CNC(=O)OCc1n(C)cc[n+]1C	3	11
Cc1ccc2c(c1)=NC(=O)/C(=C/c1c(O)[nH]c(=O)[nH]c1=O)C=2	-6	17
O=C(O)CP(=O)(O)c1ccc(Cl)cc1	-2	4
Cn1c(O)c(C(c2ccccn2)c2c(O)n(C)c(=S)[nH]c2=O)c(=O)[nH]c1=S	-7	7
CC/C(=N\Nc1ccccc1)c1c(O)n(-c2ccc(OC)cc2)c(=O)[nH]c1=O	-23	-4
Cc1cccc(C(=O)Nc2ccc3c(c2)CC2(C(=O)N(C)C(=O)N(C)C2=O)C2CCCN32)c1 (stereo not given)	-15	6
COc1cc(C)c(-c2nc(CN3C[C@@H]4C[C@@H](C3)c3cccc(=O)n3C4)c(C)o2)cc1C	-48	10
CCOC(=O)C1SC2(C(F)(F)C(F)F)CC1(O)c1c(c(OC)c3occc3c1OC)O2 (stereo not given)	-7	15
CN(C)CCN(C(=O)COc1ccc(Cl)cc1)c1nc2cc3c(cc2s1)OCO3	-10	-3
CN(C)CCc1nn[nH]n1	-8	17
Cc1ccc(/C=C2/C(=O)NC(=O)N(C)C2=O)cc1	-13	21
COc1ccc(SCC2CN(C)CCC2c2ccc(F)cc2)cc1 (stereo not given)	-1	6
Cc1ncc(CN2CCCC(C(=O)c3sccc3C)C2)s1 (stereo not given)	-29	15

4 entries from above, as a markdown table.
| Compound | OX1R antag-1 | OX1R antag-2 |
| --- | --- | --- |
| Cc1ncc(CN2CCCC(C(=O)c3sccc3C)C2)s1 (stereo not given) | -29 | 15 |
| CN(C)CCc1nn[nH]n1 | -8 | 17 |
| CN(C)CCN(C(=O)COc1ccc(Cl)cc1)c1nc2cc3c(cc2s1)OCO3 | -10 | -3 |
| COc1ccc(SCC2CN(C)CCC2c2ccc(F)cc2)cc1 (stereo not given) | -1 | 6 |
